F-actin modifier = cytoskeleton assembly modification | inhibition, % at 2 µM | actives 0.18% (n = 91,000) | HUVEC TNFa F-actin phalloidin imaging, high content | AID 836;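 active = inhibition above the batch mean plus 3 SD and confirmed as a hit by visual image inspection, cut at about 30% in these data, passing the limit was not always enough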; also: strong numbers were not always called active
HUVEC tox IL1B = toxic to HUVEC cells under IL-1B stimulation; HUVEC cell count loss, Hoechst imaging, IL-1B stimulated; cell count reduction, % at 2 µM; actives 0.41% (n = 94,000); AID 845;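 active = cell count reduction more than 3 SD above the screen-wide mean, cut at about 70% in these data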;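 also: normalized per plate to untreated control cells as the no-loss baseline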
HUVEC tox TNFa = HUVEC cytotoxicity counter-screen, TNF alpha stimulated; HUVEC TNFalpha-stimulated, Hoechst cell count, imaging; actives 0.17% (n = 93,000); cell count reduction, % at 2 µM;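 active = cell count reduction exceeding the screen mean by over 5 SD, scaled to untreated wells per plate, cut at about 78% in these data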;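 also: cells counted after 24 h of TNF alpha exposure following the 1 h pretreatment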
ERa coact inh = blocks coactivator binding to human estrogen receptor alpha. actives 1.7% (n = 86,000). inhibition, % at 25.6 µM. TR-FRET ER-alpha LBD / SRC-1 peptide, estradiol-bound. P03372; in the data active = inhibition above about 50%;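 also: 0% = receptor plus peptide control and 100% = peptide only without receptor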
Target sequence (P03372 whole entry, looked up, the tested form may be a part): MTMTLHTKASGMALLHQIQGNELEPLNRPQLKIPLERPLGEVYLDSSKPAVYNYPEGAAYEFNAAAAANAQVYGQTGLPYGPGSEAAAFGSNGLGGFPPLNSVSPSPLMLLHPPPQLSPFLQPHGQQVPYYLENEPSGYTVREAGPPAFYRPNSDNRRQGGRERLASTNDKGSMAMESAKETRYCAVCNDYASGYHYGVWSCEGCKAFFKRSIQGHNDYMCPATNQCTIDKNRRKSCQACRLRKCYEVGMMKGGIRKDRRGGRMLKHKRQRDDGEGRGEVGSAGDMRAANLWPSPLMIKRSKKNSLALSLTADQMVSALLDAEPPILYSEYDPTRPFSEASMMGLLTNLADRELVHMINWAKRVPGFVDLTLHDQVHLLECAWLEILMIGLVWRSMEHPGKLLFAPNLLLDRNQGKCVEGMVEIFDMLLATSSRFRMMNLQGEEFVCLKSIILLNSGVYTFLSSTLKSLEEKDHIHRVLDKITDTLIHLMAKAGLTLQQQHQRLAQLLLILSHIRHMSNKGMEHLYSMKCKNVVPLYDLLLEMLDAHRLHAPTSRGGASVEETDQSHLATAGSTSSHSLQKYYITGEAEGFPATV
Pyk2 oligo antag = antagonists of human Pyk2 oligomerization | z-score (the deposit names both 25 µM and 10 µM) | Q293 cells, Pyk2 FERM NanoBiT luminescence; stronger effect = lower value | AID 1347419 | actives 0.83% (n = 99,000);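 active = Z-score of -3 or lower, scaled per plate to the spread of control and sample wells; inactive = z-score above -3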;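 also: negative z-score means lost luminescence so less FERM oligomerization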
VCAM1 TNFa inh = reduces TNF alpha induced VCAM1 expression in HUVEC; HUVEC TNFa-induced VCAM-1 immunofluorescence, high-content imaging; inhibition, % at 2 µM; actives 0.48% (n = 95,000); AID 802;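 active = inhibition above the batch mean plus 3 SD, with images confirmed as a hit by eye, cut at about 37% in these data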;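 also: 0% = TNF-stimulated DMSO wells and 100% = unstimulated control wells; not every result past the cut was called active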
PTPN22 inh 2 = inhibitors of human LYP (PTPN22) phosphatase. recombinant LYP catalytic domain, DiFMUP fluorescence. inhibition, % at 2 µM. actives 0.21% (n = 96,000);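 active = inhibition at 2 µM at or above a set limit, the screen mean plus 3 SD, cut at about 24% in these data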;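 also: 0% = DMSO with enzyme and 100% = enzyme fully blocked by orthovanadate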
FAK blocker = FAK (human) kinase inhibition | biochemical FAK kinase activity assay | actives 0.84% (n = 97,000) | inhibition, %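 (tested at 7 µM)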 | Q05397; in the data active = inhibition above about 19%;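 also: 0% = DMSO and 100% = reference compound high control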
PTPN22 act = LYP (human) phosphatase activation; Q9Y2R2; recombinant LYP, DiFMUP fluorescence; 0 = plate median, 100 = signal doubled; activation, % at 2 µM; actives 0.11% (n = 96,000);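 active = activation at 2 µM above a set limit, the mean plus 5 SD, cut at about 37% in these data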
Active calls of the source: *; · = not tested or not shown; [ ] = another dose, or the depositor's remark.

1. CCC(=O)N1CCN(c2ccc(Cl)cc2NC(=O)Cc2ccccc2)CC1
2. COc1ccc(S(=O)(=O)NNC(=O)C2Cc3c(ccc4ccccc34)O2)cc1 (configuration not stated)
3. CC(=O)c1ccc(OC(=O)C2CC(=O)N(c3cccc(C)c3)C2)cc1 (configuration not stated)
4. Cc1ccc(-c2nnn(C(C)C(=O)N3c4ccccc4CCc4ccccc43)n2)cc1 (configuration not stated)
5. CC(C)(C)N=C1SCC(C)(/C=N/O)S1 (configuration not stated)
6. CCOC(=O)c1[nH]c2ccccc2c1NC(=O)CN1CCCCC1
assay / entry,1,2,3,4,5,6
F-actin modifier,1,36,7,-8,6,6
HUVEC tox IL1B,-39,-28,-16,-4,-10,-4
HUVEC tox TNFa,-12,-13,1,12,-18,-6
ERa coact inh,-26,·,12,-1,3,-4
Pyk2 oligo antag,-1.4,-0.44,-0.03,-1.4,-0.87,0.59
VCAM1 TNFa inh,3,3,15,4,-5,-18
PTPN22 inh 2,-3,0,8,13,11,9
FAK blocker,0,0,2,1,-13,-1
PTPN22 act,-2,2,-9,-13,-8,-9

One compound at a time, from the list above.
`CCC(=O)N1CCN(c2ccc(Cl)cc2NC(=O)Cc2ccccc2)CC1` reads F-actin modifier: 1; HUVEC tox IL1B: -39; HUVEC tox TNFa: -12; ERa coact inh: -26; Pyk2 oligo antag: -1.4; VCAM1 TNFa inh: 3; PTPN22 inh 2: -3; FAK blocker: 0; PTPN22 act: -2
`CC(=O)c1ccc(OC(=O)C2CC(=O)N(c3cccc(C)c3)C2)cc1` (configuration not stated) reads F-actin modifier: 7; HUVEC tox IL1B: -16; HUVEC tox TNFa: 1; ERa coact inh: 12; Pyk2 oligo antag: -0.03; VCAM1 TNFa inh: 15; PTPN22 inh 2: 8; FAK blocker: 2; PTPN22 act: -9

More records follow.
7. CC(=O)Nc1ccc(S(=O)(=O)N2CCSC2c2ccccc2Cl)cc1 (configuration not stated)
8. CCn1c(SCC(=O)Nc2ccc3c(c2)OCCO3)nc2c(c1=O)SC(C)C2 (configuration not stated)
9. CCOc1cccc(NC(=O)Cn2nc(-c3ccc4c(c3)OCCO4)ccc2=O)c1
10. Cc1ccc(CN2CCN(C(=O)CCN3C(=O)c4ccccc4C3=O)CC2)cc1
11. Clc1ccc(OCc2nn3c(-c4ccco4)nnc3s2)c(Cl)c1
12. Cn1c(=O)c2c(nc(N3CCCCC3)n2C)n(C)c1=O
assay / entry,7,8,9,10,11,12
F-actin modifier,-17,·,-1,-26,-18,-12
HUVEC tox IL1B,-63,-41,26,-10,-22,-24
HUVEC tox TNFa,-14,4,3,-7,-18,2
ERa coact inh,-5,-2[fluorescence artefact?],6[fluorescence artefact?],·,66*[fluorescence artefact?],·
Pyk2 oligo antag,-2.2,-1.1,-0.27,1.4,0.36,-0.49
VCAM1 TNFa inh,-12,12,8,13,2,16
PTPN22 inh 2,-7,-5,8,-6,12,-2
FAK blocker,-2,6,0,0,39*,6
PTPN22 act,5,2,-8,4,-11,0

13. COc1ccc(C2=CC(=O)OC3(CCCCC3)O2)cc1
14. CC(C(=O)NC1=NCCS1)(C(F)(F)F)C(F)(F)F
15. c1ccc(-c2nnc(-c3cccc(-c4nnc(-c5ccccc5)o4)c3)o2)cc1
16. O=C1OC2(c3ccccc3)C3CCCC2C13
17. O=C(c1cncc(Br)c1)N1CCc2ccccc2C1
18. O=C1c2ccccc2C(=O)N1CC1=CCS(=O)(=O)C1
assay / entry,13,14,15,16,17,18
F-actin modifier,0,4,-8,-7,-18,19
HUVEC tox IL1B,-36,11,11,21,-65,-8
HUVEC tox TNFa,-7,12,-23,5,-2,-13
ERa coact inh,-20,-7,21[fluorescence artefact?],-4,0,-4
Pyk2 oligo antag,-0.2,2,·,0.34,-1.1,-0.28
VCAM1 TNFa inh,-9,-13,-14,3,12,2
PTPN22 inh 2,-4,3,-10,-3,3,-25
FAK blocker,4,4,0,3,-1,-3
PTPN22 act,-2,-5,10,2,-4,23

19. COc1ccc(N(Cc2cc3cccc(C)c3[nH]c2=O)S(C)(=O)=O)cc1
20. Cn1c2c(c(=O)n(C)c1=O)CN(CCc1ccccc1)CN2
21. OCC#CCSc1nnc(-c2ccccc2Br)o1
22. O=C(Oc1ccc(-c2cnc3ccccc3n2)cc1)c1ccc(Cl)c([N+](=O)[O-])c1
23. CCOc1ccc(S(=O)(=O)NCCSCc2ccco2)cc1
24. Cc1ccc(NC2c3ncccc3C(=O)N2C2CCCCC2)cc1 (configuration not stated)
assay / entry,19,20,21,22,23,24
F-actin modifier,7,-11,-5,10,5,·
HUVEC tox IL1B,-3,-17,-30,7,-3,·
HUVEC tox TNFa,0,-12,-19,-4,-18,·
ERa coact inh,4[fluorescence artefact?],-12,-5,·,2,3[fluorescence artefact?]
Pyk2 oligo antag,-0.43,-0.43,0.21,-0.02,0.92,-1.6
VCAM1 TNFa inh,6,3,1,28,27,·
PTPN22 inh 2,15,-6,13,3,10,-6
FAK blocker,0,-4,-3,3,-1,3
PTPN22 act,-16,10,-13,-5,-9,6

25. CC(C)(C)NCCCCOc1ccccc1F
26. CC(=O)NCCOC(=O)Nc1sc(=S)n(C)c1C
27. Cc1ccc(S(=O)(=O)c2nc(-c3ccc(F)cc3)oc2SCC(=O)NCC2CCCO2)cc1 (configuration not stated)
28. COC(=O)c1ccc(S(=O)(=O)N2CCCCCC2)cc1
29. Cc1ccc(Cl)c2c1NC(=O)C2(O)CC(=O)c1ccc(Br)cc1 (configuration not stated)
30. CC(C)(C)OC(=O)N1CCC[C@H]1c1nnc(SCc2ccc(Cl)cc2Cl)o1
assay / entry,25,26,27,28,29,30
F-actin modifier,17,·,-2,34,-1,8
HUVEC tox IL1B,-72,-32,2,7,24,-64
HUVEC tox TNFa,-15,·,-14,-17,14,-20
ERa coact inh,4,-42[fluorescence artefact?],39,5,1,4
Pyk2 oligo antag,1.5,0.64,0.37,-0.41,0.53,-2.1
VCAM1 TNFa inh,-6,·,-16,2,7,-22
PTPN22 inh 2,-6,-12,2,2,12,5
FAK blocker,-2,-2,1,3,-1,4
PTPN22 act,4,11,-4,-3,-8,-6

Some of these compounds in order of the F-actin modifier value, lowest first.
item | structure | F-actin modifier
7 | CC(=O)Nc1ccc(S(=O)(=O)N2CCSC2c2ccccc2Cl)cc1 (configuration not stated) | -17
20 | Cn1c2c(c(=O)n(C)c1=O)CN(CCc1ccccc1)CN2 | -11
25 | CC(C)(C)NCCCCOc1ccccc1F | 17
2 | COc1ccc(S(=O)(=O)NNC(=O)C2Cc3c(ccc4ccccc34)O2)cc1 (configuration not stated) | 36

(continued)
31. Cc1nc(-c2cccc(S(=O)(=O)N3CCCC(C)C3)c2)cs1 (configuration not stated)
32. Cc1cccc(NC(=O)CSc2n[nH]c(-c3ccncc3)n2)c1
33. COCCCNC(=O)C1CCN(S(=O)(=O)c2c(C)noc2/C=C\c2ccc(OC)cc2)CC1
34. COC(=O)c1cc(=O)nc2sc(-c3ccccc3)nn12
35. CCOC(=O)N1CCN(C(=O)c2cc(C)no2)CC1
36. Cc1cc(C)c(S(=O)(=O)c2ccccc2)c(OC(=O)c2ccc(Cl)cc2Cl)n1
assay / entry,31,32,33,34,35,36
F-actin modifier,·,27,7,-16,-3,8
HUVEC tox IL1B,4,-91,-19,-17,-25,6
HUVEC tox TNFa,-4,-40,4,12,-14,-17
ERa coact inh,-5,-13,·,1,-7,2[fluorescence artefact?]
Pyk2 oligo antag,-0.95,-1.2,-0.56,-0.46,·,-0.65
VCAM1 TNFa inh,7,5,-14,-1,8,2
PTPN22 inh 2,-20,10,2,-2,1,10
FAK blocker,-5,15,-3,-1,·,1
PTPN22 act,22,-12,2,0,-3,-10

37. COc1ccc2c(c1)[nH]c1c(=O)n(CCC3=CCCCC3)cnc12
38. COC(=O)Cn1cnc2sc(C)c(S(=O)(=O)N3CCC(C)CC3)c2c1=O
39. Cc1ccc(C(CCN)c2ccco2)cc1 (configuration not stated)
40. COc1ccc(C2CCN(Cc3cccnc3)CC2O)cc1 (configuration not stated)
41. CC(C)CC(=O)NC1(C(F)(F)F)C(=O)Nc2c1c(=O)n(C)c(=O)n2C (configuration not stated)
42. CCOC(=O)c1cn(CC)c2ccc(S(=O)(=O)N3CCC(C)CC3)cc2c1=O
assay / entry,37,38,39,40,41,42
F-actin modifier,2,-10,-9,-3,-13,-3
HUVEC tox IL1B,-6,-34,-38,24,-14,4
HUVEC tox TNFa,-12,-5,-12,12,-27,-23
ERa coact inh,7,-10,-27,4,-11,3
Pyk2 oligo antag,-0.39,-0.76,0.04,-0.76,-0.7,0.15
VCAM1 TNFa inh,9,-1,17,-1,6,7
PTPN22 inh 2,-9,-2,11,0,2,-3
FAK blocker,-1,-3,1,-5,0,2
PTPN22 act,11,-6,-14,-1,-2,0

43. COC(=O)/C=C1/N/C(=N\c2nc(C)cc(C)n2)N(c2ccc(C)c(C)c2)C1=O
44. COc1ccccc1C1(CC(=O)Nc2nccs2)CCOC(C(C)C)C1 (configuration not stated)
45. CC1CCN(Cc2cnc(Cl)s2)CC1
46. CCOC(=O)N1CCN(C(=O)C(=O)Nc2ccc3nc4n(c(=O)c3c2)CCCCC4)CC1
47. Cc1ccc(O)c(C(=O)c2cnc3c(c2)CN(C)C(=O)N3)c1
48. O=C(NCCc1c[nH]c2ccccc12)C1CCN(c2nnc(N3CCCC3=O)s2)CC1
assay / entry,43,44,45,46,47,48
F-actin modifier,34,-2,23,20,-10,-10
HUVEC tox IL1B,-9,-7,-8,12,8,-15
HUVEC tox TNFa,-34,-12,8,-38,-7,-2
ERa coact inh,·,·,·,16,·,32
Pyk2 oligo antag,1.4,-1.4,-0.15,·,-0.41,-0.85
VCAM1 TNFa inh,12,11,-2,1,-12,-8
PTPN22 inh 2,6,2,16,-12,4,7
FAK blocker,0,-6,2,-2,0,36*
PTPN22 act,0,1,-13,8,-2,-8

49. Cc1ccc(NC(=O)N2CCC(O)(c3ccc(Cl)cc3)CC2)cc1
50. Cc1occc1C(=O)NNC(=S)Nc1ccccc1
51. Cc1cc(OC(=O)c2c(Cl)cccc2Cl)nc(C)n1
52. Cc1nnsc1SCCNC(=O)c1c(F)cccc1F
53. O=C(NCc1ccc2c(c1)OCO2)c1ccc2c(=O)n(C3CCCC3)c(=O)[nH]c2c1
54. CC1=C(C(=O)OCc2ccc3c(c2)OCO3)C(c2ccc(F)cc2)NC(=O)N1 (configuration not stated)
55. O=C(c1ccccc1)N(Cc1ccc(F)cc1)C1CCS(=O)(=O)C1 (configuration not stated)
56. COc1ccc(C(=O)CC2OC(=O)c3c2ccc(OC)c3OC)cc1 (configuration not stated)
assay / entry,49,50,51,52,53,54,55,56
F-actin modifier,-39,-10,-8,-4,18,-152,-1,·
HUVEC tox IL1B,0,-16,32,-16,-15,-12,-111,14
HUVEC tox TNFa,-12,-5,-15,2,-11,37,8,-2
ERa coact inh,-6,·,·,·,3,·,4[fluorescence artefact?],-10
Pyk2 oligo antag,-0.55,0.04,0.2,-0.06,-1.5,-2.1,0.41,0.76
VCAM1 TNFa inh,-1,-10,13,5,-1,-1,-10,1
PTPN22 inh 2,-6,5,-5,0,3,-1,-4,5
FAK blocker,-5,2,2,-9,-2,0,0,-4
PTPN22 act,3,1,11,3,-5,1,3,-2

Compound activity: PubChem, several laboratories
